Assay outcomes as filed in PubChem BioAssay.
TRHR ag: TRH receptor (human) agonism; TRHR cells, calcium flux fluo-8, FDSS agonist mode; activation, % at 2 µM; P34981; 360,000 compounds, 0.18% hits; in the data active means activation above about 30%; further: 0% is about no effect
Target sequence (P34981 whole entry, looked up): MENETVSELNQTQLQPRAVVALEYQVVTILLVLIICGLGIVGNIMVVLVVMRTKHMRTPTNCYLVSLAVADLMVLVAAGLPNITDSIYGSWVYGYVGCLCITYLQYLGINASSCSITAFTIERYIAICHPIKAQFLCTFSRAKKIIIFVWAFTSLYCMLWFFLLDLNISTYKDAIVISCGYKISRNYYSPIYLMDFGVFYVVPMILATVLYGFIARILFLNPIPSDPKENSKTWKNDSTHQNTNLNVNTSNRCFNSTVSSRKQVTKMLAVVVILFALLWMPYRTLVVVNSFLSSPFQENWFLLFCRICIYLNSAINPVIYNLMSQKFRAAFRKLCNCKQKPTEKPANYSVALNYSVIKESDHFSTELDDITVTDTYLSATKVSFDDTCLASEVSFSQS
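Fluo-8-loaded TRHR cells; 10 s baseline, compound added, kinetic Ca2+ fluorescence read 1/s, agonist mode.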
12-LOX inh: blocks human arachidonate 12S-lipoxygenase | 580,000 compounds, 1.1% hits | purified 12hLO, xylenol orange hydroperoxide absorbance | Potency, µM (doses to about 108 µM), without a hit: top-dose activity change, negative = inhibition, usual class: inhibitors; further: potency means the concentration at half of the fitted maximal effect; on the % scale 0 is the no-effect control and ±100 the full control effect
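Hydroperoxide product was detected by ferrous iron/xylenol orange as the 573 to 405 nm absorbance ratio. Arachidonic acid at 40 uM (final) was turned over for 30 min at room temperature by 150 nM human 12hLO, pH 7.0 Hepes buffer, after 15 min compound preincubation.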
ERG-DNA inh: blocks human ERG Ets domain binding to DNA. Potency, µM (doses to about 76.9 µM), inactives show at the highest dose FP activity, negative = inhibition, actives largely listed as inhibitors. fluorescence polarization, His-ERG Ets domain / labelled DNA. 370,000 compounds, 0.028% hits; active means well fitted inhibition curve with a large enough effect in the polarisation, with a control signal flat; inconclusive means small, poorly fitted or top-dose-only effect, or effect the other way, or a change in a side signal; inactive means no such curve, though single readings can be large or run the other way; the % refers to the polarisation;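 further: polarization taken with two DNA probes labelled with fluorescein and Texas red; potency means the concentration at half of the fitted maximal effect; % of control where 0% means no effect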
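His-tagged ERG Ets domain (1 uM in the protein solution; 300mM KCl, 50mM Tris-HCl, 1mM EDTA, 1mM DTT, pH 7.5) received compound, then a probe mix of 5 nM fluorescein-DNA and 100nM Texas-615-DNA. Fluorescence polarization was read for both dyes.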
POLK inh: blocks human DNA polymerase kappa activity; Q9UBT6; purified Pol kappa, fluorescent DNA synthesis assay, 10 min; Potency, µM (titrated, usually from 107 µM), without a hit: top-dose activity, negative = inhibition, actives largely listed as inhibitors; 400,000 compounds, 0.53% hits; further: potency means the concentration at half of the fitted maximal effect; on the % scale 0 is the no-effect control and ±100 the full control effect
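Activity was followed as the change in fluorescence between reads at 0 and 10 min after starting the reaction with 50 nM substrate. Beforehand, 10 nM polymerase had been preincubated with compound for 15 min at room temperature.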
Pol beta inh: DNA polymerase beta (human) inhibition | Pol beta primer extension/strand displacement, fluorescence kinetic | 340,000 compounds, 1.3% hits | Potency, µM (series often up to 114 µM), for inactives: top-dose activity change, negative = inhibition, most hits filed as inhibitors | AID 485314; further: potency means the concentration at half of the fitted maximal effect; on the % scale 0 is the no-effect control and ±100 the full control effect
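Human Pol beta at 10 nM; strand-displacement substrate 50 nM final. Compound exposure 15 min at room temperature before start, reaction 10 min at room temperature.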
APE1 inh: inhibitors of human APE1 endonuclease; P27695; recombinant APE1, TAMRA/BHQ-2 abasic DNA cleavage fluorescence; Potency, µM (series often up to 65.8 µM), for the others: at the highest dose activity change, negative = inhibition, most hits filed as inhibitors; 350,000 compounds, 0.35% hits; AID 2517;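 further: potency means the concentration at half of the fitted maximal effect; plate controls were vehicle for no effect and reference inhibitor for full effect; nearly all actives have a fitted effect of over 55% in size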
Target sequence (P27695 whole entry, looked up): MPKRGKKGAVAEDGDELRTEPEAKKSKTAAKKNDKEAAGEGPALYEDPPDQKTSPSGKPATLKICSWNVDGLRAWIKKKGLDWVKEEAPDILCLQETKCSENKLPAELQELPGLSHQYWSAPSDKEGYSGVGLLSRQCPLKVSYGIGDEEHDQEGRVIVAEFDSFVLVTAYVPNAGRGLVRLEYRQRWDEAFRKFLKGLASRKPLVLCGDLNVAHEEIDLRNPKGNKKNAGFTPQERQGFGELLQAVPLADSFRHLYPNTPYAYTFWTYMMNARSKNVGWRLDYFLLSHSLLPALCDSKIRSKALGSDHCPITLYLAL
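Incision of a quenched TAMRA/BHQ-2 THF abasic-site duplex (50 nM) by 0.75 nM APE1, after 15 min compound preincubation, measured as fluorescence increase over three 60 s reads. Values normalized to buffer, DMSO and NSC13755 control wells.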
Apoferritin bind: binds horse apoferritin like a general anesthetic; P02791; apoferritin/1-aminoanthracene competitive binding, fluorescence; Potency, µM (top dose mostly 77.5 µM), for inactives: at the highest dose activity change, negative = displacement, hits mostly inhibitors; 350,000 compounds, 0.074% hits; further: potency means the concentration at half of the fitted maximal effect; on the % scale 0 is the no-effect control and ±100 the full control effect; nearly all actives have a fitted effect of over 20% in size
Target sequence (P02791 2-175 limits assumed): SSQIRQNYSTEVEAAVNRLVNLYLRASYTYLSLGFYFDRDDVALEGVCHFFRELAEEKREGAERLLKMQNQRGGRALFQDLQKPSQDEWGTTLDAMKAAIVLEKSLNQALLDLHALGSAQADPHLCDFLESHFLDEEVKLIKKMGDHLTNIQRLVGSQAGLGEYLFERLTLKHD
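Horse-spleen apoferritin (10 uM) in 50% saturated 1-aminoanthracene in PBS was incubated 10 min at room temperature with compound. Fluorescence (ex 380, em 535 nm) was normalized to free and bound 1-AMA, with concentration-response fitted by a four-parameter Hill equation.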
BLM inh: inhibitors of human Bloom syndrome helicase BLM; P54132; recombinant BLM DNA unwinding, fluorescence dequenching; Potency, µM (titrated, usually from 56.1 µM), for inactives: at the top dose activity change, negative = inhibition, hits mostly inhibitors; 350,000 compounds, 0.2% hits;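 further: potency means the concentration at half of the fitted maximal effect; plate controls were vehicle for no effect and no enzyme for full effect; nearly all actives have a fitted effect of over 35% in size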
POLI inh: blocks human DNA polymerase iota activity. Q9UNA4. Pol iota fluorescent replication assay, 10 min. Potency, µM (top dose mostly 115 µM), for the others: top-dose activity, negative = inhibition, hits mostly inhibitors. 390,000 compounds, 1% hits. AID 588590; further: potency means the concentration at half of the fitted maximal effect
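Pol iota at 10 nM preincubated 15 min with compounds at room temperature; reaction started with fluorescent substrate, 50 nM final. Fluorescence read kinetically at 0 and 10 min; buffer-only wells as negative control.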
The depositor's hits bear a star; u = inconclusive; x = no result given; & = joins results of further samples; [ ] = another dose, or the depositor's remark. Unless noted, the call rests on the fitted dose curve; in most records, active means well fitted curve in the direction sought with a large enough effect; inconclusive means small, poorly fitted or top-dose-only effect, or another doubt; inactive means no such curve, though single readings can be large; an effect the other way counts as inactive or inconclusive. A portion of the library, so the mix of outcomes need not match the whole.

Start of the listing, in advance:
structure	Pol beta inh	Apoferritin bind	APE1 inh	POLI inh	POLK inh	12-LOX inh	BLM inh	ERG-DNA inh	TRHR ag
CCCCNc1nc(Oc2ccc(=O)n(C)n2)nc(N(C)C)n1	3.8%	-4.4%	x	57.3%[activator]	-23.5%	-8.6%	1.4%	1.3%	0.5
CCCCN(C)C(=O)Cn1ncc2c([nH]c3ccc(C)cc32)c1=O	54.3%	-2.6%	x	10.1%	-1.5%	u	-7.9%	12.6%	0.8
Cc1ccc(F)cc1NC(=S)NCCc1ccccc1	1.3%	-6.1%	-1.5%	-21.8%	-8.2%	u	-2.0%	2.2%	-0.6

The list itself, from the first entry:
structure	Pol beta inh	Apoferritin bind	APE1 inh	POLI inh	POLK inh	12-LOX inh	BLM inh	ERG-DNA inh	TRHR ag
CCCCNc1nc(Oc2ccc(=O)n(C)n2)nc(N(C)C)n1	3.8%	-4.4%	x	57.3%[activator]	-23.5%	-8.6%	1.4%	1.3%	0.5
CCCCN(C)C(=O)Cn1ncc2c([nH]c3ccc(C)cc32)c1=O	54.3%	-2.6%	x	10.1%	-1.5%	u	-7.9%	12.6%	0.8
Cc1ccc(F)cc1NC(=S)NCCc1ccccc1	1.3%	-6.1%	-1.5%	-21.8%	-8.2%	u	-2.0%	2.2%	-0.6
CN(C(=O)Cn1cc(C#N)c2ccccc21)c1ccccc1	-13.0%	-2.5%	-0.8%	75.6%[activator]	-7.5%	u	-1.3%	5.9%	0.5
Cn1ncc(Br)c1C(=O)Nc1ccc(Br)cn1	-1.2%	2.1%	0.3%	24.5%	0.8%	-2.7%	-2.1%	9.8%	-1.2
CCn1c(COc2ccc(=O)n(-c3ccccc3)n2)nnc1SCc1ccc(OC)cc1	87.7%	-14.4%	5.3%	37.3%[activator]	5.6%	-25.0%	0.8%	3.4%	x
Cc1ccc(NC(=O)c2ccco2)c([N+](=O)[O-])c1	-3.5%	-7.6%	-2.0%	20.2%	-10.9%	0.1%	-6.3%	4.9%	-0.6
Cc1cc(OC(=O)c2ccc(S(=O)(=O)N3CCCC3)cc2)c([N+](=O)[O-])c(=O)[nH]1	18.6%	-7.3%	-2.9%	-28.9%	-3.0%	-15.4%	1.6%	11.5%	0.2
O=c1[nH]c2cc3c(cc2cc1CN(CCCO)C(=S)NCc1ccco1)OCO3	18.3%	-5.9%	1.4%	u	u	-13.5%	-4.0%	-0.2%	0.2
COc1ccc(C(=O)Nc2cc3c4c(c2)C(C)C(=O)N4CCC3)c(OC)c1 (stereo not given)	x	x	-5.1%	29.2%	-2.5%	5.9%	x	-2.3%	0.2
COc1ccc(-c2nnc(SC(C)C(=O)Nc3cccc(Cl)c3)o2)cc1 (stereo not given)	-22.7%	-14.5%	-2.8%	1.7%	-20.3%	16.0%	-11.0%	0.1%	0.1
CCOc1ccccc1NS(=O)(=O)c1ccc2oc(=O)ccc2c1	17.1%	-12.0%	-3.9%	29.1%	-12.4%	0.0%	-8.4%	1.8%	0.2
Cc1ccc(NC(=O)CSc2ccc(-c3cccnc3)nn2)cc1Cl	-2.9%	-8.8%	-0.1%	-10.3%	-5.0%	-6.0%	-9.2%	7.8%	-0.3
Cc1cccc(C(=O)NCC(=O)OCC(=O)N2CCCCC2)c1	-16.8%	7.0%	-3.7%	11.2%	-5.6%	-1.7%	-0.8%	14.5%	-0.1
COc1ccccc1C/C(N)=N/OC(=O)c1cccc([N+](=O)[O-])c1C	12.7%	-8.7%	-1.9%	0.5%	0.5%	27.5%	1.3%	-0.8%	-1.6
COc1cccc(CNC(=O)C2CCCN(c3ncnc4onc(-c5ccc(F)cc5)c34)C2)c1 (stereo not given)	3.4%	-4.5%	x	0.6%	8.3%	-22.2%	-5.3%	-0.5%	-1.0
COCCCNS(=O)(=O)c1ccccc1	23.1%	-10.5%	-0.8%	u	-7.5%	7.2%	1.5%	-5.1%	0.0
CC(=O)NCCc1nc2cc(NC(=O)c3cccs3)ccc2n1C	6.9%	-3.0%	-1.8%	174.1%[activator]	-13.8%	50.4%[activator]	-4.7%	-0.9%	-0.1
COC(=O)c1cnc(Nc2cccc(C(F)(F)F)c2)c([N+](=O)[O-])c1	29.4%	-8.7%	7.6%	23.9%	-9.2%	-1.3%	-1.3%	1.2%	-1.5
Cc1c(NC(=O)/C(C#N)=C/c2c(Oc3ccccc3)nc3ccccn3c2=O)c(=O)n(-c2ccccc2)n1C	u	-13.5%	4.9%	6.7%	-8.3%	-24.1%	-3.2%	-6.5%	-1.2
COc1ccc(Cc2nnc(SCC(=O)Nc3ccc(N4CCOCC4)cc3)o2)cc1	32.3%	-5.3%	31.2%	-2.9%	-7.9%	15.1%	-0.6%	6.6%	0.6
CCOc1ccc2nc(NC(=O)CN3CCN(CC)CC3)sc2c1	-3.9%	-5.0%	6.1%	13.7%	3.4%	0.0%	3.1%	0.1%	0.4
CC1(C)CC(=O)C2=C(C1)NC(Nc1nc3ccccc3o1)=NC21CCCCC1	9.8%	-7.1%	12.8%	16.7%	9.0%	-25.3%	0.1%	-0.4%	1.0
O=C1CCC/C1=c1\s/c(=C\c2cccnc2)c(=O)n1-c1ccccc1	3.3%	-14.0%	-2.1%	9.0%	8.8%	u	-0.2%	-15.6%	-0.6
COc1ccc(Cl)cc1NC(=O)c1ccc(CN2C(=O)CCn3nc(C)cc32)cc1	1.4%	-8.7%	x	16.8%	-6.4%	-36.4%	-2.3%	0.0%	0.4
CC(NC(=O)c1nn(C)c(=O)c2ccccc12)c1ccccc1 (stereo not given)	u	-2.9%	-1.0%	-5.5%	-6.0%	-19.6%&-1.0%	-10.3%	-4.9%	-0.6
CC(=O)Nc1ccc(S(=O)(=O)N2CC(=O)NC(=O)C2)cc1	47.3%	-2.0%	28.4%	-12.6%	6.8%	-0.3%	-2.5%	1.9%	-0.5
CCCCCOC(=O)c1ccc(NC(=O)c2cccc(NC(=O)c3ccccc3C(=O)O)c2)cc1	14.6%	u	2.8%	19.2%	-3.4%	u	-3.3%	-8.6%	0.1
Cc1ccc2c(c1)nnn2C1CCN(C(=O)c2ccccc2F)CC1	-0.8%	-2.6%	0.0%	32.6%	14.3%	-4.6%	-2.4%	2.2%	-2.9
Fc1ccc(NC(=S)N2CCOCC2)cc1Cl	75.4%	-6.8%	-6.0%	-2.8%	1.1%	16.3%	-3.6%	-5.0%	0.3
CCOc1ccc2nc(NC(=O)c3ccc(OC)c(S(=O)(=O)N4CCOCC4)c3)sc2c1	13.1%	-5.4%	-4.5%	6.3%	-7.4%	-1.6%	-10.3%	6.8%	0.2
CS(=O)(=O)N(CC(=O)N1CCN(c2ccc(F)cc2)CC1)c1cccc(Cl)c1	2.3%	-19.7%	5.8%	8.2%	-5.5%	-13.8%	-5.7%	-3.6%	-0.6
O=C1NC2(CCCCCC2)C(=O)N1Cc1ccccc1F	53.7%	-15.7%	-14.0%	43.6%[activator]	-3.8%	5.6%	-3.3%	-3.4%	-0.8
Cc1ccc(CSc2nnc(SCC(=O)N/N=C/c3ccccc3OCC(=O)O)s2)cc1	u	-17.0%	-0.7%	-6.3%	-4.5%	-19.4%	-1.9%	-1.8%	0.0
CNCCCCOc1ccccc1Cc1ccccc1	-10.3%	-2.5%	u	x	-1.2%[19.4 µM]	17.4%	-3.6%&-11.5%	x	1.9
CC(=O)c1c(C)[nH]c(C(=O)OC2CCCCC2=O)c1C (stereo not given)	4.3%	-9.9%	9.5%	0.8%	-10.6%	0.0%	-1.9%	-8.2%	0.3
Cc1cccc(NC(=O)CN(C)C(=O)c2ccc3ccccc3n2)c1C	x	x	-3.5%	-4.7%	-8.9%	-25.9%	x	-5.3%	-0.2
Cc1ccc(C(=O)COC(=O)CCC(=O)Nc2ccc(Oc3ccccc3)cc2)cc1	10.1%	u	x	21.3%	9.6%	-24.6%	-2.2%	0.9%	-0.6
Cc1cc(C)n(CC(=O)NNC(=O)c2ccc(NC(=O)CC#N)cc2)n1	x	x	49.5%[activator]	-8.5%	-6.7%	-12.4%	x	11.3%	0.5
Cc1cccc(C(C)C)c1NC(=O)C1CCN(S(=O)(=O)c2ccccc2)CC1	60.9%	-12.9%	-5.9%	-10.0%	-4.4%	-6.1%	-0.9%	3.4%	-1.7
Cc1cccc(CC(=O)c2c[nH]c3ccccc23)c1	-4.1%	-9.8%	-6.1%	13.1%	1.9%	98.9%[activator]	-5.2%	-0.7%	0.7
CC(C)CCn1cnc2c1c(=O)n(CC(=O)NC(N)=O)c(=O)n2Cc1ccccc1	-1.1%	0.3%	-7.7%	5.3%	0.2%	u	-0.6%	2.0%	0.9
O=C(CN1C(=O)S/C(=C\c2ccccn2)C1=O)Nc1ccccc1	10.8%	-1.8%	-4.1%	15.7%	-1.8%	8.4%	-2.8%	-14.9%	0.0
Cc1ccc(OC(C)C(=O)N=Nc2c(O)[nH]c3ccc([N+](=O)[O-])cc23)cc1 (stereo not given)	-28.7%	u	u	22.5%	-2.9%[60.1 µM]	1.0%	-6.7%	9.9%	-1.2
Nc1ncc(S(=O)(=O)NCc2ccccc2F)cn1	-18.9%	-8.2%	x	19.7%	-11.6%[60.1 µM]	-1.4%	-0.3%	0.3%	0.2
CCCCOc1cc(C[C@@H]2CNC(=O)N2)ccc1OC	x	x	-7.3%	x	-5.4%[19.4 µM]	0.0%	-0.7%	x	x
CCOc1cc(C)c(S(=O)(=O)N2CCCCC2)cc1C	11.3%	u	0.4%	-4.9%	-1.4%	-2.9%	-8.5%	-1.1%	0.2
